Assay outcomes: PubChem, Sanford-Burnham Center for Chemical Genomics
APJ agonist – agonists of human apelin receptor APJ, primary screen, CHO-K1 cells, PathHunter beta-arrestin, luminescence; 0% DMSO wells, 100% apelin; activation, % at 20 µM; 330,000 compounds, 0.11% hits; AID 2520, 2010;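 active = activation more than six SD over the plate average, tested at 20 µM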;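 note: 0% = DMSO alone and 100% = apelin-13 at 10 nM; some results filed as inactive read as strong as hits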
Target sequence (P35414 whole entry, looked up): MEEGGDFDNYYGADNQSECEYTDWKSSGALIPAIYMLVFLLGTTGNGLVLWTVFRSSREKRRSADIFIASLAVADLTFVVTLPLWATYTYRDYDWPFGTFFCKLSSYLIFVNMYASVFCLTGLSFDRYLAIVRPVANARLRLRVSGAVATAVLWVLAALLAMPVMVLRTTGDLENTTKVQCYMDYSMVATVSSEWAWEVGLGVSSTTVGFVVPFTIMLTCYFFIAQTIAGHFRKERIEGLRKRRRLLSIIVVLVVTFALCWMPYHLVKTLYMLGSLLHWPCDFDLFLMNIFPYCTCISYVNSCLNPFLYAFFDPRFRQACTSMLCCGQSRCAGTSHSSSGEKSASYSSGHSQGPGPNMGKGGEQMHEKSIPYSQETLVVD
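Material: engineered CHO-K1 APJ arrestin reporter cells; amount: 1000 CHO-K1 reporter cells seeded per well; incubation: compound stimulation 90 min at 25 °C, detection 60 min; signal: luminescent beta-gal fragment complementation, chemiluminescent substrate; read-out basis: APJ agonist activity; controls: DMSO-only wells as negative, 10 nM Apelin-13 as positive control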
beta cell repl – inducers of MIN6 beta-cell proliferation, primary screen, ATP luminescence, uHTS; MIN6 cells proliferation, ATPlite luminescence, 48 h; cells starved in 0.2% serum; 100% = growth in 10% serum; proliferation, % at 10 µM; 330,000 compounds, 0.29% hits; AID 2380, 2010;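 active = compounds whose signal lies at least 3.5 SD above the mean of all wells on their plate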;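 note: 0% = DMSO-treated cells in low-serum medium and 100% = 10% serum control; some compounds called inactive have numbers as strong as hits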
TIM10 inh – growth inhibitors of isogenic TIM10 control yeast, primary screen, counter-screen for tim10-1 yeast inhibitor project, luminescence, uHTS | S. cerevisiae TIM10 strain growth, BacTiter-Glo luminescence, 24 h | inhibition, % at 10 µM | 330,000 compounds, 1.4% hits;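 active = inhibition of 40% or more at the single tested concentration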;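 note: wild-type TIM10 isogenic control strain grown at permissive 25 °C; 0% = DMSO yeast wells and 100% = minimal medium wells without yeast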
APJ antagonist – antagonists of human apelin receptor APJ, primary screen, CHO-K1 cells, beta-arrestin complementation, luminescence; P35414; inhibition, % at 20 µM; 330,000 compounds, 0.32% hits;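 active = inhibition above about 40% at 20 µM, limit read from the data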;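 note: cells challenged with 10 nM apelin-13 agonist together with compound; plate controls were apelin-13 plus DMSO wells for no effect and DMSO wells lacking apelin-13 for full effect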
tim23-1 inh – growth inhibitors of tim23-1 mutant yeast, primary screen, luminescence, uHTS. S. cerevisiae tim23-1 growth, BacTiter-Glo luminescence, 24 h. inhibition, % at 20 µM. 330,000 compounds, 1.3% hits. AID 463212, 2010;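 active = growth inhibition of the mutant yeast at or above 50%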;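 note: temperature-sensitive mutant grown at 25 °C; plate controls were DMSO-treated mutant yeast for no effect and medium wells lacking yeast for full effect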
MPTP block – mitochondrial permeability transition pore inhibitors, primary screen, biochemical, isolated mouse mitochondria, absorbance; Ca2+ swelling absorbance, 30 min; inhibition, % at 10 µM; 360,000 compounds, 1.4% hits; AID 602449, 2012;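 active = inhibition of 50% or more, scaled per plate between neutral and stimulator controls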;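 note: 0% = DMSO wells given calcium and 100% = 1 mM EGTA wells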
tim10-1 inh – growth inhibitors of tim10-1 mutant yeast, primary screen, luminescence, uHTS; S. cerevisiae tim10-1 ts strain growth, BacTiter-Glo, 24 h; inhibition, % at 20 µM; 330,000 compounds, 2.2% hits; AID 463190, 2010;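 active = inhibition of at least 40%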;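 note: mutant grown at 25 °C; 0% = DMSO wells with yeast and 100% = wells holding no yeast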
NALP3 yeast inh – NALP3 inflammasome inhibitors in reconstituted yeast, primary screen, luminescence, uHTS; 330,000 compounds, 0.39% hits; Yeast reconstituted NLRP3/ASC/caspase-1, beta-gal luminescence, 24 h; inhibition, % at 10 µM;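 active = inhibition of 50% or more; inactive = inhibition below 50%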;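 note: plate controls were induced DMSO wells for no effect and uninduced yeast grown without galactose for full effect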
GRIN3A LBD mod – binders of NR3A ligand-binding domain, primary screen, biophysical, differential scanning fluorimetry, uHTS | Glutamate receptor ionotropic, NMDA 3A (GRIN3A) ligand-binding domain | NR3A LBD differential scanning fluorimetry, Tm shift; 0% = protein alone, 100% = glycine-bound protein | Tm shift relative to glycine control, % at 25 µM | 340,000 compounds, 2.5% hits | AID 1259313, 2017;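 active = melting temperature shift of at least 10% of the positive control shift, at one fixed dose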
* = called active by the depositor. A portion of the library (hit frequency here may not be typical).

SMILES	APJ agonist	beta cell repl	TIM10 inh	APJ antagonist	tim23-1 inh	MPTP block	tim10-1 inh	NALP3 yeast inh	GRIN3A LBD mod
CC1(C)CC(=O)C(C=NCCN2CCN(C(=O)Cc3ccc(Cl)cc3)CC2)=C(O)C1	-2.5	2.2	23.6	5.6	5.9	-0.1	11.1	41.8	0.0
Fc1ccc(C2=CCN(C(c3ccc(Cl)cc3)c3nnnn3Cc3ccccc3)CC2)cc1 (configuration not stated)	-3.0	-5.4	13.5	6.6	7.9	8.2	30.8	7.1	-1.0
COc1ccc(CN2CCN(Cc3ccccc3OC)CC2)cc1	-1.5	1.2	-13.7	-4.3	2.3	0.2	13.2	7.9	1.6
O=C(Oc1c(Cl)cc(Cl)c2ccccc12)N1CCCCC1	2.1	1.3	2.1	-11.6	26.6	0.5	31.6	-3.6	2.1
CN/C=C(/Cl)P(=O)(OC(C)C)OC(C)C	-6.7	1.8	1.8	6.9	6.5	1.7	3.2	7.2	7.3
CN(C)CCN=Cc1c(O)n(-c2cccc3ccccc23)c(=O)[nH]c1=O	-3.1	-0.4	15.2	1.2	15.2	-0.9	13.4	18.5	0.5
O=C1Nc2cc(C(=O)N3CCC4(CC3)OCCO4)ccc2S/C1=C\c1ccccc1	-3.9	-3.3	18.7	-7.2	21.5	0.3	19.2	19.2	-1.1
Cc1ccc(/C=C2\C(=O)NC(=S)N(c3cccc(F)c3)C2=O)o1	-6.4	-0.9	-8.4	6.2	5.1	0.2	7.5	28.8	-1.8
O=C(c1ccc(C(F)(F)F)cc1)C1CCCN(Cc2ccncc2)C1 (configuration not stated)	0.7	-3.9	-15.9	7.0	-8.4	85.7*	-28.8	11.2	0.8
CC(=O)OC1(c2ccccc2)CCN(C)C(C)C1C (configuration not stated)	-0.3	-0.6	-11.3	-19.6	2.6	1.0	6.8	-3.5	-0.1
CNC(=O)Oc1ccc(-c2cn3cc(C)ccc3n2)cc1	0.9	-5.2	3.0	-11.0	-3.8	-2.2	-12.2	3.2	23.9*
CCCCn1c(=O)c(C(=O)Nc2ccccc2C)c(O)c2ccccc21	-0.3	-4.3	-8.5	-2.6	-17.2	4.0	-10.1	18.8	4.3
O=C1c2ccccc2C(=O)N1Cc1nc2ccccc2c(=O)n1-c1cccnc1	-0.5	-1.9	12.9	-1.8	13.9	-4.0	28.1	11.6	0.1
CC(C)C(=O)Nc1nnc(CCN(CCc2nnc(NC(=O)C(C)C)s2)[N+](=O)[O-])s1	-0.4	-3.6	-9.9	13.3	-0.2	0.7	4.8	-2.7	-0.4
Cc1ccc(N2C(=O)NC(=O)C(CCc3ccncc3)(Cc3cccc(Cl)c3Cl)C2=O)cc1 (configuration not stated)	-3.2	-0.3	3.4	-1.9	12.9	6.0	9.2	-4.7	-1.9
CC(=O)OC1N=C(c2ccc(Cl)cc2)c2cc(Br)ccc2NC1=O (configuration not stated)	5.7	-4.3	10.4	12.9	30.2	0.3	20.5	5.3	4.2
CCNC(=O)NNC(=O)C1CC(c2cccnc2)=NO1 (configuration not stated)	-0.6	0.7	-4.7	-5.9	0.6	0.8	9.9	10.9	1.1
COC(=O)C1=C(c2ccc(Cl)c(C(F)(F)F)c2)C[C@@H]2CC[C@H]1N2C(=O)N1CCOCC1	-4.9	-6.1	3.3	1.6	28.6	-1.0	9.1	10.6	0.7
Cc1ccc2cc3cc(C(=O)N4CCC5(CC4)OCCO5)oc3nc2c1	-0.7	-1.8	18.4	20.1	12.3	-0.8	14.8	20.6	2.1
Cc1cc(C=C2C(=O)NC(=O)NC2=O)c(C)n1-c1ccncc1	8.0	-0.1	-11.2	12.4	9.2	-2.8	4.4	3.3	-2.0
CC1=C(C/C(C)=C/c2ccccc2)/C(=C/CO)[C@@H]2OC(=O)O[C@]2(C)C12CC2	6.6	-7.0	14.5	-25.3	47.0	-0.2	38.3	6.2	-2.8
N/C(=N\[N+](=O)[O-])N1CCN(C(=O)c2ccccn2)CC1	-4.7	-0.9	-4.2	13.0	-8.1	0.6	16.3	6.2	-1.8
CCC1(CC)C(=O)N(C)C(=O)NC1=NC	1.6	1.1	7.6	18.3	-3.6	1.0	-1.1	11.2	1.2
COC(=O)C1=C(c2cccc(OC)c2OC)C[C@@H]2CC[C@H]1N2C(=O)N1CCC(C)CC1	0.1	3.8	22.9	19.9	32.9	-0.7	17.9	4.6	-0.4
COc1ccc2c3c1OC1C(O)C=CC4C(C2)[N+](C)(C)CCC341 (configuration not stated)	-3.8	-2.6	-25.7	-5.6	2.8	0.9	9.5	-3.6	4.5
COCCOC(=O)C1=C(C)OC(N)=C(C(=O)OC)C12C(=O)Nc1ccccc12 (configuration not stated)	11.2	-1.9	-4.7	-4.6	8.0	0.2	-3.3	11.3	0.0
COC(=O)C1=C(c2ccc(-c3ccccc3)c(F)c2)C[C@@H]2CC[C@H]1N2C(=O)NCCO	-3.5	0.6	-2.3	-6.2	2.6	1.2	-10.3	7.7	-2.5
CC/C(=N\Nc1ccccc1)c1c(O)n(C)c(=O)n(C)c1=O	-2.0	0.0	-32.8	-3.8	12.5	8.3	-11.5	14.4	-0.8
Cc1cccc(OP(N)(=O)Oc2cccc(C)c2C)c1C	-1.4	-1.3	25.0	13.8	31.9	0.4	26.9	23.9	2.6
Cc1cccc(C)c1NC1=NCCCCS1	4.6	-2.2	-3.5	21.9	8.9	1.2	8.0	0.6	0.1
COc1ccc(CC2c3cc(OC)c(OC)cc3CCN2C)cc1OC (configuration not stated)	-0.9	-1.7	-11.9	-70.4	-4.6	-0.6	-4.2	6.4	-1.8
COCCn1c(-c2ccccc2)cc(C(=O)O)c1C	-3.5	0.2	10.6	13.0	10.0	1.2	3.6	1.7	3.9
O=C(COc1ccc(S(=O)(=O)N2CCCCC2)cc1)N1CCN(Cc2ccccc2)CC1	-1.3	-1.8	3.4	16.1	19.6	-2.6	16.9	19.4	1.2
Cc1nc2ccccc2c(=O)n1-c1ccc(Cl)cc1[N+](=O)[O-]	1.8	-2.4	-0.5	-20.3	21.9	-0.4	-22.4	18.5	0.8
N=C1c2ccccc2CN1NC(=O)c1ccco1	1.7	-4.6	-6.3	-0.4	-4.0	1.3	-18.5	3.3	0.7
COc1ccc(-c2nc3ccccc3n2OC(=O)N(C)C)cc1	-1.0	-0.5	9.5	-6.6	1.3	0.1	17.2	5.1	9.7
Cc1ccccc1CCNCc1ccc(Br)cc1	-0.9	-4.3	5.5	6.2	-14.5	-3.0	7.5	13.3	-2.2
Cc1cc(C=C2C(=O)NC(=S)NC2=O)c(C)n1C1CCCC1	7.1	-4.2	46.2*	32.2	55.3*	15.2	38.4	19.8	2.2
O=C(O)CCC(=O)NCCC1=c2ccccc2=N/C1=C\c1c(O)n(Cc2ccc(F)cc2)c(=S)[nH]c1=O	-3.9	-2.1	26.4	2.1	9.6	2.7	7.9	0.6	1.4
COc1ccc(CC2(CCc3ccncc3)C(=O)NC(=O)NC2=O)c(OC)c1	-3.4	1.3	-4.6	-22.3	16.4	-0.8	11.3	12.5	0.2
CC(=O)c1ccc2c(c1)C1C(Cl)C(Sc3ccccc3[N+](=O)[O-])CC1C(c1ccccc1)N2 (configuration not stated)	-5.6	-5.8	33.0	12.4	25.1	4.0	34.1	9.3	-1.4
CCC(CC)NCc1c[nH]c2ccccc12	-1.7	-0.9	16.1	11.4	-0.5	-0.3	11.7	0.5	-0.1
O=[N+]([O-])c1cccc(O)c1	-2.6	-0.6	5.8	9.0	-14.4	-3.5	-3.6	-15.6	1.6
COc1ccc(NC(=S)NC(NC(=O)CF)C(Cl)(Cl)Cl)cc1[N+](=O)[O-] (configuration not stated)	-1.5	-3.1	-0.1	20.2	2.8	-2.7	7.3	29.7	-2.6
CN1CCN(Cc2ccccc2Sc2ccccc2)CC1	0.1	0.0	-14.6	8.5	27.4	-0.2	-21.5	2.4	-5.5
COC(=O)C1=C(c2cccc(C#N)c2)C[C@@H]2CC[C@H]1N2C(=O)NCCO	-0.6	-1.1	-10.6	20.9	-5.3	0.5	-4.5	3.6	-1.3
COC(=O)[C@@H]1C[C@]2(C(=O)O)c3ccccc3N(OOSc3ccccc3)[C@@H]2N1C(=O)OC	-4.3	-6.2	1.8	-76.3	-6.4	1.5	-5.6	8.7	-2.4
OCCN(CC#CC(O)(c1ccccc1)C1CCCC1)CCO (configuration not stated)	-2.6	-1.8	12.8	0.5	-0.7	-0.4	-4.2	13.9	-0.2
O=C(c1ccco1)c1cn(Cc2ccc(Cl)cc2)c2ccccc12	-4.7	-5.8	-12.4	12.6	14.7	3.7	-75.9	8.8	-2.5
COC(=O)C1=C(c2ccc(S(C)(=O)=O)cc2)C[C@@H]2CC[C@H]1N2C(=O)NCc1ccco1	-2.5	-1.2	1.2	4.2	-4.2	-1.0	-8.2	3.3	-0.6
CC(C)(C)n1cc(C(=O)c2ccccc2OCCCF)cn1	-4.3	-3.0	11.4	24.9	22.1	-1.0	3.7	12.7	-1.0
Cn1c(O)c(C=NCc2cccs2)c(=O)n(C)c1=O	-2.0	-0.8	15.3	15.0	10.8	0.3	11.7	26.0	-2.4
C=CC(C)C(C(=O)c1ccccc1)N(C)C (configuration not stated)	-2.8	-1.6	-12.1	-11.8	-10.2	-0.5	-8.0	-1.3	-0.9
CC(=O)NC(C)Cc1ccccc1 (configuration not stated)	-3.7	0.0	1.7	-2.0	0.6	1.6	5.4	15.6	-1.7
COC(=O)C1=C(c2ccc(OCc3ccccc3)cc2)C[C@@H]2CC[C@H]1N2C(=O)NCc1cccc(OC)c1	-1.6	-6.2	0.2	-7.6	18.6	4.7	13.7	26.7	-1.4
O=C(CF)NC(Nc1cccc2cccnc12)C(Cl)(Cl)Cl (configuration not stated)	-2.5	0.7	-8.7	3.1	20.4	4.8	7.9	21.4	2.0
O=[N+]([O-])c1cccc2c([N+](=O)[O-])cccc12	2.0	-4.4	-6.6	-20.6	-4.0	-0.1	-16.7	-0.4	1.6
c1ccc(C2NCCc3[nH]cnc32)cc1 (configuration not stated)	-3.1	-0.5	-22.7	-20.4	-5.4	0.0	5.3	13.1	-6.6
O=C(N/N=C/c1c(O)n(Cc2ccc(F)cc2)c(=S)[nH]c1=O)c1ccncc1	-6.2	3.5	15.6	15.2	2.0	-15.7	9.0	7.8	-7.4

Ordered by molecular weight (rising): three of the compounds above.
SMILES	APJ agonist	beta cell repl	TIM10 inh	APJ antagonist	tim23-1 inh	MPTP block	tim10-1 inh	NALP3 yeast inh	GRIN3A LBD mod
CCC1(CC)C(=O)N(C)C(=O)NC1=NC	1.6	1.1	7.6	18.3	-3.6	1.0	-1.1	11.2	1.2
OCCN(CC#CC(O)(c1ccccc1)C1CCCC1)CCO (configuration not stated)	-2.6	-1.8	12.8	0.5	-0.7	-0.4	-4.2	13.9	-0.2
COc1ccc(CC2c3cc(OC)c(OC)cc3CCN2C)cc1OC (configuration not stated)	-0.9	-1.7	-11.9	-70.4	-4.6	-0.6	-4.2	6.4	-1.8
